# Insulin prom up = MIN6 insulin promoter up-regulation; MIN6 insulin promoter-GFP reporter, high-content imaging; hits give high values; z-score at 5 µM; hit rate 0.3% among 190,000;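 active = z-score above 3 at 5 µM with at least 500 cells counted in the well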
# WT yeast gro inh = growth inhibition of WT yeast, mitochondrial fusion screen | mitochondrial fusion phenotypic screen, WT strain | inhibition, % at 10 µM | hit rate 2.1% among 190,000 | AID 1362; in the data active = inhibition above about 58%; tested in S. cerevisiae
# Yfh1-off respiration = enhancers of respiration in Yfh1-depleted yeast, dose response, Friedreich's ataxia, plus single-dose screen (AID 1465); fold induction at 50 µM, or EC50 in µM where a hit was titrated; hit rate 0.074% among 220,000; S. cerevisiae Yfh1-off respiration, WST-1 reduction, 72 h; higher fold induction means a stronger effect;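 active = fold induction of absorbance versus untreated yeast above a set limit, then at least 30% activation at any dose in follow-up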;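 note: activators that raise dye reduction in frataxin-depleted yeast; strong numbers were not always called active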
# HEK293 NOD2/NF-kB = inhibition of NOD2-driven NF-kB reporter – cell-based, luminescence, uHTS, HEK293 (AID 1566); HEK293 NOD2/NF-kB luciferase reporter, luminescence; higher % means a stronger effect; inhibition, % at 4 µM; hits with a dose series show EC50 in µM; hit rate 0.63% among 290,000; in the data active = inhibition above about 50%; note: many of its hits are not listed in these tables
# bCat nuc transl = alters nuclear translocation of beta-catenin in HeLa cells | nuclear translocation activity, % at 5 µM | immunofluorescence imaging | AID 1665 | hit rate 0.3% among 190,000;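 active = nuclear translocation activity above 50% at 5 µM, with a well cell count of 50 or more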;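 note: per-cell ratio of nuclear to cytoplasmic median beta-catenin stain intensity; plate controls were DMSO negative control for no effect and GSK-3 inhibitor IX positive control for full effect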
#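 Assay system: human HeLa cells, native beta-catenin; doses: 5 µM primary, 0.02–20 µM confirmation; incubation: compound treatment 24 h, 37°C, 5% CO2; technique: fluorescence imaging of beta-catenin antibody stain plus DAPI; measure: % activation, nuclear-to-cytoplasmic median beta-catenin signal ratio per cell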
# Dynein transport = blocks dynein driven cargo transport along microtubules. 3617.4 mouse cells, GR-EGFP nuclear translocation imaging; test concentration mostly 20 µM; stimulated with dexamethasone, 1 µM; hits give low values. z-score, hits read low. hit rate 0.47% among 220,000;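 active = plate z-score of nuclear minus cytoplasmic receptor signal below a set negative limit, without overly bright fluorescence or cell loss, cut at about -3.5 in these data, passing the limit was not always enough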;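 note: z-score of nuclear minus cytoplasmic ring GR-EGFP intensity difference per well; some compounds called inactive have numbers as strong as hits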
#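 Medium: Induction medium lacking tetracycline, stripped serum | Probe or stimulus: 1.0 µM final dexamethasone stimulus | Schedule: 48 h induction, then 1 h compound, then 30 min agonist, 37 °C | Signal: Automated 10x imaging of fixed Hoechst-stained cells | Evaluation: Per-cell GR-EGFP intensity, nucleus versus surrounding cytoplasmic ring, well-averaged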
# MT stabilizer = microtubule stabilization, imaging screen. HeLa tubulin immunostaining HCS, 24 h; share of cells brighter than vehicle mean+2SD. % tubulin-high responders, % at 10 µM. AID 2205. hit rate 0.83% among 200,000;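 active = plate Z-score above 3 for both tubulin-high and condensed-nucleus cell shares, with cell loss under 80%, at 10 µM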;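 note: anti alpha tubulin signal scored within the nucleus-defined area of each cell; some results filed as inactive read as strong as hits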
# Autophagy HCS = modulators of autophagy. calls only at 10 µM (by protocol). hit rate 0.98% among 190,000. AID 463193. MEF GFP-LC3 puncta imaging; test concentration mostly 10 µM;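 active = percentage of spot-positive cells more than 3 SD above its plate mean, without a fluorescence outlier flag or 80% toxicity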;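 note: spot-positive cell cutoff set from DMSO-treated cells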
# Lipid droplet = modulators of hepatic lipid droplet formation | AML12 mouse hepatocytes, oleate lipid droplets, BODIPY imaging | inhibition, % at 6.5 µM | hit rate 0.4% among 240,000 | AID 1656;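 active = lipid droplet intensity inhibited by at least 50%, with more than 500 cells counted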
#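 Assay system: AML12 hepatocytes (mouse); Probe or stimulus: oleic acid at 100 µM to induce lipid droplet formation; Dosing: compound at 6.5 µM only; Schedule: compound with oleate, overnight; Detection: fluorescence imaging, 20x objective, two fields per well; Measure: % inhibition of lipid droplet signal.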
# WT yeast gro inh mutant strain = recorded beside WT yeast gro inh, whose call it bears; inhibition, %; mitochondrial fusion phenotypic screen, mutant strain inhibition
# Dynein transport cytoplasmic EGFP = also measured in Dynein transport; calls as there; z-score; measured here: cytoplasmic GR-EGFP intensity; hits give high values
# Dynein transport nuclear GR-EGFP = also measured in Dynein transport; calls as there; z-score; measured here: nuclear GR-EGFP intensity;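 lower value marks the stronger effect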
# Dynein transport cell count = recorded beside Dynein transport, whose call it bears; z-score; measured here: cell count per field
# Insulin prom up cell count = further read-out of Insulin prom up, marked with its call; cell count; measured here: cytotoxicity, nuclei count;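 total cells summed across four imaged fields per well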
# Lipid droplet cells 6.5 µM = second read-out of Lipid droplet, no call of its own (marks repeat the call); cell count; measured here: cell count, cytotoxicity flag;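 cells counted across two imaged fields per well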
# bCat nuc transl cell count 5 µM = second read-out of bCat nuc transl, no call of its own (marks repeat the call); cell count; measured here: cell count, cytotoxicity flag
# MT stabilizer Hoechst-high % = further read-out of MT stabilizer, marked with its call; % Hoechst-high responders; measured here: nuclear condensation Hoechst responders;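 share of cells brighter than vehicle mean plus two SD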
# MT stabilizer cytotoxicity % = recorded beside MT stabilizer, whose call it bears; toxicity, %; measured here: cytotoxicity by cell density;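 0% = mean cell density of plate MIN control wells and 100% = no cells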
# Autophagy HCS cell loss 18 h = also measured in Autophagy HCS; calls as there; toxicity, %; measured here: cell loss, nuclei count;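 cell loss after 18 h compound exposure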
# Active calls of the source: *; i = inactive; . = no result given. Only part of the results is shown; the hit share may differ from the screen's.
1. CC(=NCCC1=CCCCC1)c1c(O)n(C)c(=O)n(C)c1=O
2. Fc1ccccc1CNC1CN2CCC1CC2 (stereo not given)
3. C=CCn1c(O)c(C(C)=Nc2ccc(C(=O)OCC)cc2)c(=O)[nH]c1=O
4. Cc1onc(-c2c(Cl)cccc2Cl)c1/C(N)=N/OC(=O)N(C)C
5. O=C(c1cccs1)c1cn(Cc2ccccc2Cl)c2ccccc12
6. CCOP(=O)(OCC)/C(C#N)=C/c1ccoc1

Compound,1,2,3,4,5,6
Insulin prom up,-0.26,0.18,0.73,-0.53,.,-0.19
Insulin prom up cell count,1173,1200,672,1425,.,1428
WT yeast gro inh,-6,11,11,.,33,.
WT yeast gro inh mutant strain,-6,6,11,.,34,.
Yfh1-off respiration,i,i,i,i,i,i
HEK293 NOD2/NF-kB,-4%,9%,-28%,19%,13%,8%
bCat nuc transl,3.3,-0.3,-1.8,-3.3,-12,-0.9
bCat nuc transl cell count 5 µM,556,1585,940,1202,1192,1110
Dynein transport,1.3,-1.2,-0.6,0.13,-0.73,0.67
Dynein transport cytoplasmic EGFP,-0.23,-0.23,-0.27,-0.21,0.071,-0.19
Dynein transport nuclear GR-EGFP,1.2,-0.65,0.014,0.053,-0.053,0.11
Dynein transport cell count,-1.4,0.59,-0.23,-0.42,0.23,-0.19
MT stabilizer,6.5,1.0,3.8,.,1.3,.
MT stabilizer Hoechst-high %,3.8,0.8,2.8,.,1.3,.
MT stabilizer cytotoxicity %,6.6,6.0,8.9,.,6.9,.
Autophagy HCS,i,i,i,.,i,.
Autophagy HCS cell loss 18 h,5,1,13,.,-4,.
Lipid droplet,.,4,-4,17,-1,2
Lipid droplet cells 6.5 µM,.,702,749,676,760,779

# The final 2 entries of the section before lead into the next.
5. O=C(c1cccs1)c1cn(Cc2ccccc2Cl)c2ccccc12
6. CCOP(=O)(OCC)/C(C#N)=C/c1ccoc1
7. CN1C(=O)N(C)C(=O)C2(Cc3c(ccc4ccccc34)N(C)C2)C1=O
8. CCCC(C)C(=O)NC1CCSC1=O (stereo not given)
9. O=C(C1CCCN(S(=O)(=O)c2cccc3nsnc23)C1)N1CCC2(CC1)OCCO2 (stereo not given)
10. NC(Cc1ccccc1)Cc1ccccc1
11. Cc1ccc(-n2c(O)c(C=NCCCn3ccnc3)c(=O)[nH]c2=O)cc1
12. O=c1c(C=Nc2cccnc2Cl)c(O)n(CCCCl)c(=O)n1C1CCCCC1
13. O=C(Nc1ccccc1)OC1CN=C(N[N+](=O)[O-])NC1 (stereo not given)
14. C=CCN1C(=O)/C(=C/c2cccs2)C(=O)NC1=S
15. CC(c1ccccc1)n1cncc1C(=O)O (stereo not given)

Compound,5,6,7,8,9,10,11,12,13,14,15
Insulin prom up,.,-0.19,1.3,.,0.03,0.64,-0.04,0.27,-0.11,-0.12,0.27
Insulin prom up cell count,.,1428,1507,.,1248,1316,1344,1534,1282,1462,1200
WT yeast gro inh,33,.,6,8,-1,-11,.,3,-1,-5,-13
WT yeast gro inh mutant strain,34,.,8,16,-5,-24,.,13,-16,5,3
Yfh1-off respiration,i,i,i,i,i,i,i,i,i,i,i
HEK293 NOD2/NF-kB,13%,8%,15%,7%,2%,11%,14%,-10%,10%,-13%,11%
bCat nuc transl,-12,-0.9,-5.7,.,.,-1.7,0.7,0.4,-0.7,-1.7,4.3
bCat nuc transl cell count 5 µM,1192,1110,1013,.,.,1052,1208,1087,1073,963,1137
Dynein transport,-0.73,0.67,1.2,-0.2,-0.76,-0.71,0.3,0.56,1.5,-0.85,-0.85
Dynein transport cytoplasmic EGFP,0.071,-0.19,-0.43,-0.29,-0.23,-0.18,-0.17,-0.15,-0.23,-0.17,-0.28
Dynein transport nuclear GR-EGFP,-0.053,0.11,1,0.066,-0.11,-0.4,0.07,0.52,0.73,-0.61,-0.93
Dynein transport cell count,0.23,-0.19,-1.5,-0.08,1.2,-0.071,-0.06,-0.99,-0.68,0.45,2
MT stabilizer,1.3,.,3.8,4.7,2.0,2.3,.,2.0,1.7,4.2,4.0
MT stabilizer Hoechst-high %,1.3,.,2.1,2.7,3.0,3.3,.,2.2,2.8,0.8,2.0
MT stabilizer cytotoxicity %,6.9,.,19,4.7,10,8.2,.,0.8,8.3,9.1,6.2
Autophagy HCS,i,.,i,i,i,i,.,i,i,i,i
Autophagy HCS cell loss 18 h,-4,.,21,2,8,0,.,-11,-12,-2,3
Lipid droplet,-1,2,.,.,-31,0,6,2,6,-19,37
Lipid droplet cells 6.5 µM,760,779,.,.,674,672,795,568,636,682,772

# Rewritten tab-delimited: entries from further up.
no.	SMILES	Insulin prom up	Insulin prom up cell count	WT yeast gro inh	WT yeast gro inh mutant strain	Yfh1-off respiration	HEK293 NOD2/NF-kB	bCat nuc transl	bCat nuc transl cell count 5 µM	Dynein transport	Dynein transport cytoplasmic EGFP	Dynein transport nuclear GR-EGFP	Dynein transport cell count	MT stabilizer	MT stabilizer Hoechst-high %	MT stabilizer cytotoxicity %	Autophagy HCS	Autophagy HCS cell loss 18 h	Lipid droplet	Lipid droplet cells 6.5 µM
4	Cc1onc(-c2c(Cl)cccc2Cl)c1/C(N)=N/OC(=O)N(C)C	-0.53	1425	.	.	i	19%	-3.3	1202	0.13	-0.21	0.053	-0.42	.	.	.	.	.	17	676
5	O=C(c1cccs1)c1cn(Cc2ccccc2Cl)c2ccccc12	.	.	33	34	i	13%	-12	1192	-0.73	0.071	-0.053	0.23	1.3	1.3	6.9	i	-4	-1	760
6	CCOP(=O)(OCC)/C(C#N)=C/c1ccoc1	-0.19	1428	.	.	i	8%	-0.9	1110	0.67	-0.19	0.11	-0.19	.	.	.	.	.	2	779
7	CN1C(=O)N(C)C(=O)C2(Cc3c(ccc4ccccc34)N(C)C2)C1=O	1.3	1507	6	8	i	15%	-5.7	1013	1.2	-0.43	1	-1.5	3.8	2.1	19	i	21	.	.
8	CCCC(C)C(=O)NC1CCSC1=O (stereo not given)	.	.	8	16	i	7%	.	.	-0.2	-0.29	0.066	-0.08	4.7	2.7	4.7	i	2	.	.
9	O=C(C1CCCN(S(=O)(=O)c2cccc3nsnc23)C1)N1CCC2(CC1)OCCO2 (stereo not given)	0.03	1248	-1	-5	i	2%	.	.	-0.76	-0.23	-0.11	1.2	2.0	3.0	10	i	8	-31	674
10	NC(Cc1ccccc1)Cc1ccccc1	0.64	1316	-11	-24	i	11%	-1.7	1052	-0.71	-0.18	-0.4	-0.071	2.3	3.3	8.2	i	0	0	672
11	Cc1ccc(-n2c(O)c(C=NCCCn3ccnc3)c(=O)[nH]c2=O)cc1	-0.04	1344	.	.	i	14%	0.7	1208	0.3	-0.17	0.07	-0.06	.	.	.	.	.	6	795
12	O=c1c(C=Nc2cccnc2Cl)c(O)n(CCCCl)c(=O)n1C1CCCCC1	0.27	1534	3	13	i	-10%	0.4	1087	0.56	-0.15	0.52	-0.99	2.0	2.2	0.8	i	-11	2	568
